SR-BI DiI inh – inhibitors of SR-BI mediated HDL lipid uptake, primary screen, ldlA[mSR-BI] cells, fluorescence, single point | Scavenger receptor class B member 1 (Mus musculus), Q61009 | ldlA[mSR-BI] CHO cells, DiI-HDL uptake fluorescence, 3 h | inhibition, % at 12.5 µM | 0.96% of 320,000 active | AID 488896, 2010;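 active means mean replicate inhibition of at least 70% and a set share of replicates each scoring 70 or more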;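 further: 0% = median of neutral control wells and 100% = median of positive control wells; values of inactives mirror those of a sister screen read the other way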
Target sequence (Q61009 whole entry, looked up): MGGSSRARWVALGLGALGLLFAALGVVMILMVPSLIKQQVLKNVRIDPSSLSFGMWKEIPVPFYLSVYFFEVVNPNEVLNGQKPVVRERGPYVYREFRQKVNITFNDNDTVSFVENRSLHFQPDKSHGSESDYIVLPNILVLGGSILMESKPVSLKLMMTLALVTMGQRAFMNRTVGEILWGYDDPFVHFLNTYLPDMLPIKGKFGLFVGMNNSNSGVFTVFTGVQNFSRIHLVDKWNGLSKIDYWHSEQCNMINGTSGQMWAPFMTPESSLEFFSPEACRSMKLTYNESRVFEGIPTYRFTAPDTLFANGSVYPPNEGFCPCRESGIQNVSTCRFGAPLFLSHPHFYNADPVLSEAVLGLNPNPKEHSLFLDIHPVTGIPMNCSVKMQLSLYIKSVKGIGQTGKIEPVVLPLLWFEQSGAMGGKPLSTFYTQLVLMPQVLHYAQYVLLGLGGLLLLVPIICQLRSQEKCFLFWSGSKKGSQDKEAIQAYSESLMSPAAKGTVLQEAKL
CAL PDZ FP-1 – untagged CAL PDZ binding inhibitors, primary screen, biochemical, fluorescence polarization, HTS; AID 602252, 2012; Golgi-associated PDZ and coiled-coil motif-containing protein (Homo sapiens), Q9HD26; 0.92% of 300,000 active; inhibition, % at 24.9 µM; purified CAL PDZ, TMR-peptide fluorescence polarization, 1 h;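 active means mean inhibition of at least 30% with at least half of replicates also reaching 30%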;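 further: 0% = DMSO neutral control and 100% = excess unlabeled competitor peptide PRC23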
Tat export inh – E. coli Tat export inhibitors, primary screen, MC4100, TorA-mCherry reporter, fluorescence, single point | inhibition, % at 10 µM | 0.036% of 340,000 active;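 active means mean replicate inhibition at least 50% and at least half of replicates individually reaching 50%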;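 further: exported cargo escapes ClpAP degradation while cytoplasmic cargo is degraded and loses fluorescence; 0% = median of neutral control wells and 100% = median of NaSCN control wells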
CAL PDZ FP-2 – CAL PDZ peptide-binding inhibitors, primary screen, biochemical, fluorescence polarization, Cer-tagged CAL PDZ, HTS; inhibition, % at 20 µM; 0.02% of 330,000 active; Golgi-associated PDZ and coiled-coil motif-containing protein (Homo sapiens), Q9HD26; AID 504414, 2011; purified CAL PDZ, TMR-peptide fluorescence polarization, 1 h;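 active means highest replicate inhibition of at least 40%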;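 further: plate controls were DMSO neutral control wells for no effect and unlabeled competitor peptide control wells for full effect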
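Assay system – tagged CAL PDZ protein CerCALP, purified · Timing – 1 h at RT · Compound – single point, 20 µM · Measured by – fluorescence polarization from S- and P-plane intensities, G-factor corrected · Evaluation – inhibition from polarization loss · Probe or stimulus – TMR reporter peptide T*-PRC34 · Buffer or medium – pH 7.4 phosphate-saline buffer, reducing agent, detergent, IgG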
SR-BI uptake up – activators of SR-BI mediated DiI-HDL uptake, primary screen, ldlA[mSR-BI] CHO cells, DiI fluorescence. 3 h; 100 = double the neutral-control signal. activation, % at 12.5 µM. 0.096% of 320,000 active. AID 504775, 2011;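 active means mean replicate activation of at least 60% and every replicate at or above 60%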;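 further: 0% = median plate neutral-control signal and 100% = twice that signal; values of inactives mirror those of a sister screen read the other way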
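Test system: SR-BI-overexpressing, LDLR-lacking CHO cells. Measured by: DiI fluorescence, bottom read. Medium: Ham's F12 with 0.5% BSA, HEPES 25 mM, pH 7.4. Timing: 3 h uptake period with compound, 37 °C.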
AddAB inh – growth inhibition of E. coli expressing H. pylori AddAB, primary screen, AddAB inhibitor project, absorbance; 0.29% of 330,000 active; inhibition, % at 11.9 µM; in the data active means inhibition above about 12%;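 further: 0% = vehicle wells of infected cells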
phage Ecoli inh – growth loss of phage-infected E. coli, primary screen, RecBCD inhibitor project, absorbance, with phage, HTS; inhibition, % at 11.9 µM; AID 651602, 2012; 0.26% of 360,000 active; in the data active means inhibition above about 11%
Wnt act – Wnt/beta-catenin pathway activators, primary screen, cell-based, plate reader, single point; Wnt/beta-catenin reporter cell assay, activator; activation, % at 9.35 µM; 1.2% of 300,000 active; AID 743398, 2014; in the data active means activation above about 30%, passing the limit was not always enough;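 further: 0% = neutral control wells and 100% = positive control wells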
MITF TRPM1 HTS – activators of MITF-driven TRPM1 promoter reporter, primary screen, cell-based, SK-MEL-5, luciferase, single point | AID 588334, 2011 | SK-MEL-5 TRPM1-promoter luciferase, 24 h; % of positive control, neutral wells = 0 | 0.75% of 300,000 active | activation, % at 12.5 µM;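 active means mean activation of at least 80% with every replicate also reaching 80%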;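 further: 0% = neutral control wells and 100% = parthenolide positive control wells; values of inactives mirror those of a sister screen read the other way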
Ecoli viability – E. coli V3065 growth inhibition, primary screen, counter-screen for AddAB inhibitor project, absorbance, OD600 | 18 h | inhibition, % at 11.9 µM | 0.27% of 330,000 active;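 active means inhibition above the campaign's mean inhibition across all tested compounds plus 3 SD, cut at about 9.9% in these data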;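 further: uninfected addAB+ strain grown without phage in ampicillin broth; 0% = DMSO wells and 100% = ciprofloxacin 0.95 µg/ml wells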
Starred values were filed as active, the others as inactive; · = no result given.

Values in the order: Tat export inh	MITF TRPM1 HTS	AddAB inh	CAL PDZ FP-1	Wnt act	SR-BI uptake up	phage Ecoli inh	CAL PDZ FP-2	Ecoli viability	SR-BI DiI inh
> CCO[C@@H]1c2c(ccc3ccc(=O)oc23)OC(C)(C)[C@@H]1O
→ 1	2	2.6	1	0	1	4.0	-0.7	0.2	-1
> O=C(N/N=C/c1ccc(-c2ccccc2[N+](=O)[O-])o1)[C@H]1C[C@@H]1c1ccccc1
→ -4	3	2.1	-2	-1	3	3.6	-2.9	2.6	-3
> NC(=O)/C(=N\O)c1ccccc1
→ -5	·	0.2	1	2	·	2.2	-0.1	-1.3	·
> Cc1ccc(OCCn2cc(/C=C(\C#N)C(=O)NCC3CCCO3)c3ccccc32)cc1C (centres undefined)
→ 9	16	1.6	-3	-3	-76	2.8	-1.0	0.2	76*
> CCCn1cnc2c(SCc3ccccn3)nc(N)nc21
→ 2	6	·	-1	3	10	0.8	-1.5	·	-10
> O=C(CN1CCCC1)Nc1ccc(OCc2ccccc2)cc1
→ -3	13	1.7	3	8	-1	3.4	-0.4	0.8	1
> CC(O)[C@H]1CNC(=O)C(=O)N1CCc1cccc(F)c1 (some centres undefined)
→ -4	5	6.7	4	1	28	1.1	-0.3	-0.3	-28
> CC(C)C(c1nnnn1C1CCCC1)N(C)C1CCCCC1 (centres undefined)
→ -4	5	0.8	2	-2	4	-1.9	0.3	1.0	-4
> O=C(CCNS(=O)(=O)c1ccccc1Cl)OCc1nnc(-c2ccccc2Cl)o1
→ -4	15	-0.6	-4	4	3	0.9	-1.6	-3.7	-3
> Cc1cc(C)n2nc(SCC(=O)N(C)c3c(N)n(Cc4ccccc4)c(=O)[nH]c3=O)nc2n1
→ 4	-4	0.1	1	·	14	·	-1.0	0.8	-14
> Cn1c(CNC(=O)CNC(=O)c2ccccc2F)cc(=O)n(C)c1=O
→ 2	-5	2.3	1	-1	7	2.5	0.5	-0.1	-7
> CCCS(=O)(=O)N1CCCC(C(=O)NCCCN2CCN(c3cccc(Cl)c3)CC2)C1 (centres undefined)
→ -3	-15	·	-4	·	-6	1.1	-0.9	·	6
> Cc1ccc(CN2CCN(c3ccccn3)CC2)s1
→ 8	1	0.6	1	0	21	-0.8	0.9	-2.1	-21
> O=C(Nc1ccc(Oc2cccnc2)cc1)C1CCCCN1Cc1ccc(CO)o1 (centres undefined)
→ -1	-8	4.9	0	-1	-3	1.6	-1.7	0.3	3
> CN1c2ccccc2N(C)C1(C)c1cccc2ccccc12
→ 2	-31	1.6	0	·	33	0.2	0.2	0.3	-33
> CCOC(=O)c1c(NC(=O)CN2CCCCC2)sc(CN(C)C)c1-c1ccccc1
→ 8	14	1.4	4	-9	-2	2.9	-0.4	-1.4	2
> CC1(c2cccc(Br)c2)NC(=O)N(CC(=O)NC2CCCCC2)C1=O (centres undefined)
→ -9	-1	0.6	-7	-1	3	2.6	-0.4	-1.6	-3
> Cc1cc(C)n(CCCNC(=O)c2ccc(S(=O)(=O)NCc3ccco3)cc2)n1
→ 5	-6	-0.5	-1	0	-8	1.2	-2.7	-1.2	8
> C=CCNc1sc(C(=O)C2CC2)c(N)c1C#N
→ -6	-9	4.4	·	·	12	1.1	0.6	1.6	-12
> O=C(/C=C/c1ccccc1F)c1cccc([N+](=O)[O-])c1
→ -6	-25	1.4	-8	15	-15	2.9	-2.1	-1.5	15
> CNC(=O)COC(=O)c1cccnc1SC
→ -1	3	2.9	·	·	18	2.5	1.0	-1.0	-18
> C/C(=N\NC(=O)c1c[nH]c2ccccc12)c1ccccn1
→ -12	7	0.7	-11	24	12	-5.1	7.7	1.8	-12
> O=S1(=O)N=CN(Cc2cccc(F)c2)c2ccccc21
→ 3	·	1.3	-1	-2	29	1.7	-2.0	1.5	-29
> Cc1ccc(Nc2ccc(N)cc2S(=O)(=O)O)cc1
→ 19	-9	1.9	2	-2	24	-1.1	0.9	1.0	-24
> Nc1ccc(S(=O)(=O)Nc2nccc(/C=C/c3cccc(Br)c3)n2)cc1
→ 1	-9	1.8	1	-5	·	-0.6	-0.7	-2.2	·
> O=C(Nc1cccc([N+](=O)[O-])c1)C12CC3CC(C1)CC(n1cnc([N+](=O)[O-])n1)(C3)C2
→ -2	-21	4.5	29	-2	·	0.5	-4.4	0.9	·
> O=C(COC(=O)Cn1cnc2ccccc21)Nc1cc(S(=O)(=O)N2CCOCC2)ccc1Cl
→ 0	-5	1.6	-7	-1	-13	-0.4	0.3	0.8	13
> O=C(O)/C=C/c1cn(-c2ccccc2)nc1-c1ccc2c(c1)OCCO2
→ -5	5	1.8	-7	3	5	0.8	-1.9	-3.1	-5
> CN(C)C(=O)c1cc(C(=O)Cc2ccccc2)c[nH]1
→ -3	8	-0.3	-6	1	16	1.2	-0.7	-0.8	-16
> O=C(CCC(=O)OCc1ccc(Br)cc1)Nc1ccccc1
→ 9	5	0.4	·	-1	33	2.4	0.1	0.7	-33
> Cc1ccc(C2CC(c3cccc(Cl)c3)n3nc(N)nc3N2)cc1 (centres undefined)
→ 6	·	2.1	·	-2	-6	0.6	-0.5	-0.7	6
> Cc1cc(-c2nnc(CSc3nnc(NC(=O)c4ccc(C(C)(C)C)cc4)s3)o2)ccc1[N+](=O)[O-]
→ -6	·	1.4	-2	14	-10	1.0	1.8	-2.7	10
> COc1cccc(/C=N/NC(=O)Cn2ccnc2C)c1
→ -5	-3	-0.9	1	-2	22	2.5	-1.4	0.8	-22
> CCn1c(SCC(=O)Nc2ccc3c(c2)c2ccccc2n3CC)nnc1-c1ccco1
→ 2	12	-0.1	-1	·	-11	0.2	-0.9	-3.7	11
> COc1ccc(Cl)cc1NC(=O)COC(=O)Cc1cccs1
→ 1	-9	0.7	-1	-2	27	-1.2	-3.2	1.1	-27
> CC(=O)NC1C(Oc2ccccc2C)OC2COC(c3ccco3)OC2C1O (centres undefined)
→ 1	-5	1.0	-9	0	3	3.9	1.0	0.3	-3
> CCOc1ccc(-c2nc(CSCC(=O)N3CCN(C(=O)c4ccco4)CC3)c(C)o2)cc1
→ 7	1	-0.5	-2	2	-28	2.4	-1.0	-2.1	28
> CCOc1ccccc1NC(=O)c1ccccc1NS(C)(=O)=O
→ 4	-13	-0.4	-3	·	-16	-0.2	-0.1	-1.7	16
> CCCCN(C)C(=O)CC(NS(=O)(=O)c1ccc(NC(C)=O)cc1)C(C)C (centres undefined)
→ 7	3	0.4	-3	-2	20	1.9	-0.8	-3.5	-20
> COC(=O)/C(C#N)=C1/C=Cc2ccccc2N1C
→ -3	32	0.7	-1	22	4	2.4	0.2	0.6	-4

Whole records, quoted from the list:
CC(=O)NC1C(Oc2ccccc2C)OC2COC(c3ccco3)OC2C1O (centres undefined) reads Tat export inh = 1; MITF TRPM1 HTS = -5; AddAB inh = 1.0; CAL PDZ FP-1 = -9; Wnt act = 0; SR-BI uptake up = 3; phage Ecoli inh = 3.9; CAL PDZ FP-2 = 1.0; Ecoli viability = 0.3; SR-BI DiI inh = -3
COC(=O)/C(C#N)=C1/C=Cc2ccccc2N1C reads Tat export inh = -3; MITF TRPM1 HTS = 32; AddAB inh = 0.7; CAL PDZ FP-1 = -1; Wnt act = 22; SR-BI uptake up = 4; phage Ecoli inh = 2.4; CAL PDZ FP-2 = 0.2; Ecoli viability = 0.6; SR-BI DiI inh = -4

(next part)
Values in the order: Tat export inh	MITF TRPM1 HTS	AddAB inh	CAL PDZ FP-1	Wnt act	SR-BI uptake up	phage Ecoli inh	CAL PDZ FP-2	Ecoli viability	SR-BI DiI inh
> Cc1ccccc1C(=O)N1CCC2CC1c1cc(-c3ccc(F)cc3)ccc12 (centres undefined)
→ 5	-4	·	-5	-2	-40	3.3	-2.3	·	40
> Cc1[nH]c(=S)[nH]c(=O)c1CCC1OCCO1
→ -5	1	-1.3	-1	-2	-15	0.6	-2.4	0.3	15
> CN1C(=O)/C(=C/c2ccc(-c3ccccc3[N+](=O)[O-])o2)SC1=Nc1ccc(Cl)c(C(=O)O)c1
→ -3	7	5.3	-5	·	23	2.3	-4.0	1.0	-23
> CCc1ccc(-c2cc(C)no2)cc1S(=O)(=O)NCCc1ccccc1
→ 5	11	1.3	-5	0	-10	1.8	-2.8	0.2	10
> C#CC(C)(C)NC(=O)c1ccccc1OC
→ 6	1	-0.6	-2	·	31	2.2	·	-1.1	-31
> CCOC(=O)c1c(C)nc(C)c(C(=O)OCC)c1-c1ccc(OC)cc1
→ -9	-5	0.8	-3	1	-10	1.0	0.9	-1.4	10
> N#Cc1cc([N+](=O)[O-])ccc1Oc1cccc(/C=N/NC(=O)c2ccc(Cl)cc2)c1
→ 0	·	0.5	-1	5	-28	3.1	-3.1	0.0	28
> Cc1cc(C(=O)Nn2c(C3CCCCC3)nc3ccccc3c2=O)ccc1[N+](=O)[O-]
→ -3	-8	-3.1	1	-1	16	1.7	-1.0	1.8	-16
> O=C(COc1ccccc1)N=C1SC2CS(=O)(=O)CC2N1c1ccccc1 (centres undefined)
→ 0	-1	-0.5	1	0	19	2.2	-1.1	-1.8	-19
> O=[N+]([O-])c1cc(/C=N/N2CCCCC2)ccc1Cl
→ 1	99*	1.7	·	10	1	4.4	0.5	0.8	-1
> O=c1c2ccccc2ncn1-c1ccc(Cl)cc1[N+](=O)[O-]
→ 0	12	5.9	4	0	-3	4.7	-2.8	-1.0	3
> CC12CN(C(=O)c3ccccc3)C3(C#N)CC1CCC23C (centres undefined)
→ 2	·	-1.4	·	-4	8	3.4	-0.1	-0.3	-8
> COc1ccccc1OCC(=O)NNC(=O)Nc1ccc(Cl)cc1
→ -3	-19	1.4	-5	-2	-1	3.6	-0.4	0.6	1
> CCc1nc2sc3c(c2c(=O)n1N)CC(C)(C)OC3
→ -3	-12	-0.5	-10	-2	-3	5.5	-2.3	-0.2	3
> C=CCn1c(=O)c2ccccc2n2c(SCC(=O)O)nnc12
→ 5	-15	-0.2	-3	1	16	3.4	-1.1	0.7	-16
> COc1ccc(C(O)(C(C)C)C(CN2CCOCC2)c2ccc(Cl)cc2)cc1 (centres undefined)
→ 10	1	-0.5	-6	-2	12	2.0	-0.8	-0.9	-12
> Cc1ccc(C(=O)N(C)Cc2nc3ccccc3c(=O)[nH]2)cc1NC(=O)c1ccco1
→ 1	-4	1.0	-1	-3	-7	3.3	-0.6	1.4	7
> O=C(CN1CCN(c2ccccc2O)CC1)NNC(=O)c1ccc(Cl)cc1
→ -6	4	7.2	-4	16	5	3.2	-0.3	2.1	-5
> O=C(NNc1c(Cl)cccc1Cl)c1cccs1
→ -3	3	4.5	-2	-2	5	2.5	-0.8	0.2	-5
